# BAZ2B inh = inhibitors of human BAZ2B bromodomain | Q9UIF8 | AlphaScreen BAZ2B-H3K14Ac peptide displacement | Potency, µM (titrated, usually from 114 µM), inactives show top-dose activity change, negative = inhibition, hits mostly inhibitors | actives 4.4% (n = 360,000); also: potency is read from the fitted curve at half-maximal effect; % is scaled to controls: 0 for no effect and ±100 for the full control effect; nearly all actives have a fitted effect of over 60% in size
# Target sequence (Q9UIF8 whole entry, looked up): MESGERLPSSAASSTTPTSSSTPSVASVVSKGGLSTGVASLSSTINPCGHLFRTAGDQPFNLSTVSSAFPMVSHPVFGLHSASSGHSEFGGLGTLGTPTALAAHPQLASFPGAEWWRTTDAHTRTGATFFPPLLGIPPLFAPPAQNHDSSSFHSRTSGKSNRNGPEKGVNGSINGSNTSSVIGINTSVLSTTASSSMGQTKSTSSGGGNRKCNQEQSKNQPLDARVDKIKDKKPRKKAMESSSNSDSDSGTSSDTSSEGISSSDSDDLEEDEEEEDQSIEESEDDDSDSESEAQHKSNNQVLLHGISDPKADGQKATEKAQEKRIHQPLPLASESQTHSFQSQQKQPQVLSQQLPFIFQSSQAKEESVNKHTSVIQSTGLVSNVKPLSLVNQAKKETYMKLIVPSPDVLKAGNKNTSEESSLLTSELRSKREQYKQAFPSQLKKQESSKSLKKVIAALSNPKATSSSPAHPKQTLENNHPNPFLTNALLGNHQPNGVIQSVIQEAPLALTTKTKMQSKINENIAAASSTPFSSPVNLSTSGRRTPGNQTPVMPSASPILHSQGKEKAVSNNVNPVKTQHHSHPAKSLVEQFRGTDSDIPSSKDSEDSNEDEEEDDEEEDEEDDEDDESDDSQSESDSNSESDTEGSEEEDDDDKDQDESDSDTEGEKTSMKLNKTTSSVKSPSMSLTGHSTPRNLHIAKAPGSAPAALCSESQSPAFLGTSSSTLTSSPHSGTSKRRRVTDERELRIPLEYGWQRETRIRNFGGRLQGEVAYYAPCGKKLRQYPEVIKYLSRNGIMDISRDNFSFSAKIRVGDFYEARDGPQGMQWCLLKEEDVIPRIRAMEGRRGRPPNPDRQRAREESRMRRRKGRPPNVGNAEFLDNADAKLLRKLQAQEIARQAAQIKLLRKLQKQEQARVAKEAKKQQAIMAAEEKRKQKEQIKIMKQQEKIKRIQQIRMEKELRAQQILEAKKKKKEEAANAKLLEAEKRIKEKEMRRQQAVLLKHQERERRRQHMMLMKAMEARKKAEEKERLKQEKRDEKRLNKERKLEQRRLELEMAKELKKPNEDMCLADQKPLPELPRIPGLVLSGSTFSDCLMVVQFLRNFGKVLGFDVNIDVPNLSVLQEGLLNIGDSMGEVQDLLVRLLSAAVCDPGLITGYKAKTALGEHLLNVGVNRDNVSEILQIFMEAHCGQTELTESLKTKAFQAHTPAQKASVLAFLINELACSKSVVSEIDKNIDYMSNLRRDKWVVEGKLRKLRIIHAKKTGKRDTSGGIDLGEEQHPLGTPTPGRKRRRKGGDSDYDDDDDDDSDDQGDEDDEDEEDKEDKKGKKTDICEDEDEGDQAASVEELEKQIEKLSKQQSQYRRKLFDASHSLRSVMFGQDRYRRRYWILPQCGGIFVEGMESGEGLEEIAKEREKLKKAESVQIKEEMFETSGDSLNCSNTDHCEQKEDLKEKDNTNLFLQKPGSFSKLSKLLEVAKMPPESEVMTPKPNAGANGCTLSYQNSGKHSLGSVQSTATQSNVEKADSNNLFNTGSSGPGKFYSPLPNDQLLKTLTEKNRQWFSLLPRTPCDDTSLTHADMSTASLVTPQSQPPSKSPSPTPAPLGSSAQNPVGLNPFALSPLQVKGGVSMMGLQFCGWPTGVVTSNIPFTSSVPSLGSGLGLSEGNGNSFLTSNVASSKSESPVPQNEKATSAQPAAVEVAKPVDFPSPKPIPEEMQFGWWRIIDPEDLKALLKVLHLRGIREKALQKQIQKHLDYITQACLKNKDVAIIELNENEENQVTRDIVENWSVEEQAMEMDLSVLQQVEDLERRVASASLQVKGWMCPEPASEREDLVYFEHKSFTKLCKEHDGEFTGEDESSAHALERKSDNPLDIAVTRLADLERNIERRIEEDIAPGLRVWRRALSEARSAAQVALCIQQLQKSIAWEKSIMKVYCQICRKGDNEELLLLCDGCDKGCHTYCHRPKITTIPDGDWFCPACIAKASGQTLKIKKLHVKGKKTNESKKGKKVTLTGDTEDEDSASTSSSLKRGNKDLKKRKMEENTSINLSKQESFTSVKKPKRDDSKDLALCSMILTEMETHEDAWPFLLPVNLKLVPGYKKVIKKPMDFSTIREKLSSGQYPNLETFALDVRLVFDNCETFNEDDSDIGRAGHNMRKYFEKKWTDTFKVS
#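 Protein-peptide AlphaScreen: BAZ2B 50 nM, b-H3K14Ac 50 nM, 1x PBS pH 7.4 + 0.01% Tween-20. Preincubation 30 min RT; cpd 30 min RT (top 110 uM); beads 20 min RT, light-protected.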
# PGK inhibitor = T. brucei PGK inhibition; P07378; PGK/GAPDH coupled, Kinase-Glo luminescence, 60 min; Potency, µM (titrated, usually from 57.5 µM), inactives show at the top dose activity change, negative = inhibition, hits mostly inhibitors; actives 0.043% (n = 380,000); AID 602233; also: potency is read from the fitted curve at half-maximal effect; % is scaled to controls: 0 for no effect and ±100 for the full control effect; nearly all actives have a fitted effect of over 60% in size
#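 Recombinant glycosomal PGK reaction used 1,3-bisphosphoglycerate generated in-well by GAPDH (100nM final) in 100mM TEA pH 7.6, 5mM MgCl2, 0.01% Tween-20. After 60 minutes at room temperature, ATP was read by Kinase-Glo Plus luminescence end-point.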
# HP1b binding inh = HP1-beta chromodomain-methylated histone interaction inhibition | AlphaScreen HP1-beta / biotin-H3K9me3 peptide binding | Potency, µM (series often up to 114 µM), for inactives: at the highest dose activity change, negative = inhibition, usual class: inhibitors | actives 0.56% (n = 390,000) | AID 540317; also: potency is read from the fitted curve at half-maximal effect; nearly all actives have a fitted effect of over 70% in size; inactives centre near 23
#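 Compound inhibition of the preformed complex between 50 nM HP1-beta and 50 nM biotinylated H3K9me3 peptide was read by AlphaScreen. Buffer was PBS pH 7.4 with 0.01% Tween-20. Incubations ran 30 min at room temperature, with 10 ug/mL donor/acceptor beads.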
# GLS inhibitor = inhibitors of human glutaminase (GLS) | O94925 | GLS enzymatic activity, qHTS titration | Potency, µM (doses to about 45.5 µM), for the others: at the highest dose activity change, negative = inhibition, most hits filed as inhibitors | actives 0.21% (n = 410,000) | AID 624170; also: potency is read from the fitted curve at half-maximal effect; % is scaled to controls: 0 for no effect and ±100 for the full control effect
#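 hKGA in 45 mM KH2PO4 pH 8.2, 0.02% Tween-20 with pin-transferred compounds; 1 mM L-glutamine (stock) plus glutamate oxidase/HRP/Amplex Red coupling added. Fluorescence read initially and after 30 min at RT.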
# PI4K2A block = inhibitors of human PI4K2A; AID 1346378; activity change, negative = inhibition, % at 76.9 µM; purified PI4K2A, ADP-Glo luminescence, 1 h; hits give low values; actives 0.13% (n = 420,000); in the data active = activity change below about -50%; inconclusive = mostly about -30% to -49%;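 also: -100% = wells without enzyme as full effect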
#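 ADP-Glo luminescence measured ADP generated by PI4K2A enzyme (4 ug/mL before mixing) with 1.2 mM PI substrate (pre-mix) and 300 microM ATP (pre-mix). Tris pH7.5 buffer with MgCl2, Triton X-100; 1 h reaction at ambient temperature.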
# JMJD2A Tudor = blocks the human JMJD2A Tudor domain | Potency, µM (titrated, usually from 114 µM), without a hit: at the top dose activity change, negative = inhibition, most hits filed as inhibitors | actives 4.4% (n = 390,000) | O75164 | AlphaScreen JMJD2A-Tudor / H3K4me3 peptide binding; also: potency is read from the fitted curve at half-maximal effect; % is scaled to controls: 0 for no effect and ±100 for the full control effect; nearly all actives have a fitted effect of over 50% in size
# G9a block = blocks human histone lysine methyltransferase G9a; Q96KQ7; G9a H3K9 monomethylation, AlphaScreen, 2 h; Potency, µM (series often up to 102 µM), inactives show at the highest dose activity, negative = inhibition, usual class: inhibitors; actives 8.8% (n = 350,000); also: potency is read from the fitted curve at half-maximal effect; % is scaled to controls: 0 for no effect and ±100 for the full control effect; nearly all actives have a fitted effect of over 75% in size
#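 Signal arises when biotinylated H3K9 peptide, once monomethylated, bridges streptavidin donor and antibody-captured acceptor beads. Enzyme at 20 nM was preincubated 15 min with test compounds; peptide 500 nM and SAM 20 uM then reacted for 2 h.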
# POLH inh = DNA polymerase eta (human) inhibition; Q9Y253; recombinant Pol eta, fluorescent DNA replication assay; Potency, µM (titrated, usually from 114 µM), without a hit: at the highest dose activity change, negative = inhibition, actives largely listed as inhibitors; actives 1.2% (n = 390,000); also: potency is read from the fitted curve at half-maximal effect; % is scaled to controls: 0 for no effect and ±100 for the full control effect
#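 Fluorescent replication assay: 50 nM final substrate added after a 15 min room-temperature compound preincubation with 10 nM enzyme. Signal taken at 0 min and again at 10 min.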
# Pin1 inhibitor = blocks the human prolyl isomerase Pin1. Q13526. Pin1 FP peptide displacement, HiFluor488, 10 min. Potency, µM (highest dose often 115 µM), inactives show top-dose activity, negative = inhibition, actives largely listed as inhibitors. actives 0.009% (n = 390,000); active = well fitted inhibition curve with a large enough effect in the polarisation, with a control signal flat, not every such curve was filed as active; inconclusive = small, poorly fitted or top-dose-only effect, or effect the other way, or a change in a side signal; inactive = no such curve, though single readings can be large or run the other way; the % refers to the polarisation; also: potency is read from the fitted curve at half-maximal effect; % is scaled to controls: 0 for no effect and ±100 for the full control effect
# Active calls of the source: *; i = inactive; ? = inconclusive; . = not tested or not shown; [ ] = remark or other dose. Unless noted, calls follow the shape of the dose curve; as a rule, active = well fitted curve in the direction sought with a large enough effect; inconclusive = small, poorly fitted or top-dose-only effect, or another doubt; inactive = no such curve, though single readings can be large; an effect the other way counts as inactive or inconclusive. These rows are one share of the data; the hit share may differ from the screen's.
entry	compound	PI4K2A block	POLH inh	JMJD2A Tudor	PGK inhibitor	BAZ2B inh
1	Cc1c(CCOC(=O)c2ccccc2)sc[n+]1Cc1ccccc1	-6	?	-5%	3%	3%
2	Cc1nc(N)[nH]c(=O)c1Oc1cccc(C(F)(F)F)c1	2	-16%	-11%	-8%	-3%
3	O=S(=O)(Nc1ccc(S(=O)(=O)Nc2ncccn2)cc1)c1ccccc1	4	-9%	15%	7%	-14%
4	CCn1c(C(=O)Nc2c(C)cccc2C)cc2sc(Cl)cc21	-2	-19%	-23%	i	3%
5	COc1ccccc1CCC(=O)OCC(=O)NCc1ccc(OC)c(OC)c1	-2	-18%	-11%	i	.
6	Cn1c(=O)c2c(nc(NCc3ccco3)n2CCc2ccccc2)n(C)c1=O	-1	?	-25%	-8%	-37%
7	CC(=O)Nc1ccc(S(=O)(=O)Nc2nccs2)cc1	-4	-7%	-8%	-1%	-28%
8	COc1ccc(/C=N/NC(=O)c2ccc3nc[nH]c3c2)c(OC)c1	-1	-18%	-7%	-12%	-13%

entry	G9a block	HP1b binding inh	GLS inhibitor	Pin1 inhibitor
1	-14%[59 µM]	54%[activator]	2%	2%
2	4%	33%	13%	-11%
3	-6%	17%	1%	-3%
4	12%[59 µM]	5%	-4%	9%
5	.	30%[57 µM]	2%	1%
6	19%[59 µM]	-8%	9%	-1%
7	10%	50%[activator]	0%	-1%
8	-6%	31%	4%	?

# Later entries
entry	compound	PI4K2A block	POLH inh	JMJD2A Tudor	PGK inhibitor	BAZ2B inh
9	Fc1cccc(CN2CCN(C(=S)NCCc3ccccc3)CC2)c1	0	8%	-10%	3%	-26%
10	O=C(/C=C/c1ccc(Cl)c([N+](=O)[O-])c1)Nc1ccc(N2CCCC2)c(Cl)c1	0	-11%	-1%	-7%	-16%
11	O=C(NCc1cccs1)C(=O)c1c[nH]c2ccccc12	-3	-4%	-11%	-1%	.
12	O=C(O)c1cccc(NC(=S)N/N=C/c2ccccn2)c1	-12	10%	25µM*	-2%	3.5µM*
13	Cc1cc(C(=O)NNc2c(Cl)cccc2Cl)n(C(C)(C)C)n1	-17	3%	-3%	8%	-1%
14	O=S(=O)(Cc1ccccc1Cl)NCc1ccccc1	1	-11%	-5%	-7%	.
15	O=C(COc1cccnc1[N+](=O)[O-])Nc1ccc(F)cc1	-1	-4%	-15%	-1%	.
16	O=S(=O)(c1cc(Cl)ccc1Cl)N1CCN(Cc2ccc3c(c2)OCO3)CC1	7	-9%	0%	i	-22%

entry	G9a block	HP1b binding inh	GLS inhibitor	Pin1 inhibitor
9	-6%	25%	-1%	6%
10	-3%[59 µM]	24%	0%	6%
11	-30%	23%	-3%	-5%
12	50µM*	14%	22%	-10%
13	.	-1%	11%	-1%
14	-5%	9%	-1%	0%
15	.	2%	-2%	-5%
16	-30%	45%[activator]	-8%	13%

# Further entries follow:
entry	compound	PI4K2A block	POLH inh	JMJD2A Tudor	PGK inhibitor	BAZ2B inh
17	O=C(Cn1c(=O)n(Cc2ccco2)c(=O)c2c3c(sc21)CCCCC3)Nc1ccccc1	-25	50µM*	32µM*	-5%	50µM*
18	CC1CCN(C(=O)Cn2nnc(-c3ccc(C(C)C)cc3)n2)CC1	-1	-29%	20%	-9%	4%
19	O=C(O)c1ccnc(SCC(=O)c2ccccc2)c1	-4	-13%	8%	-6%	-14%
20	O=C(CCl)Nc1ccc(N2CCCCCC2)cc1	-3	6%	50µM*	-3%	?
21	O=C(O)CCCC(=O)N1CCN(C(c2ccccc2)c2ccccc2)CC1	-1	-18%	-12%	-4%	-6%
22	Cc1ccc(NC(=O)N2CCN(C/C=C/c3ccccc3)CC2)cc1	2	-6%	-5%	-11%	-20%
23	CC1Cc2ccccc2N1S(=O)(=O)c1ccc(Cl)nc1 (centres undefined)	6	?	-7%[11.4 µM]	-4%	15%
24	Cc1cc(N2C(=O)C(O)=C(C(=O)c3ccc(C)o3)C2c2cccs2)no1 (centres undefined)	5	1%	-28%	7%	-15%

entry	G9a block	HP1b binding inh	GLS inhibitor	Pin1 inhibitor
17	.	-29%	-8%	?
18	?	51%[activator]	-8%	-4%
19	22µM*	57%[activator]	-3%	0%
20	16µM*	?	18%	-1%
21	-3%[59 µM]	41%[activator]	1%	-1%
22	6%	20%	1%	1%
23	.	76%[activator]	-6%	-1%
24	?	2%	-12%	1%

# (listing goes on)
entry	compound	PI4K2A block	POLH inh	JMJD2A Tudor	PGK inhibitor	BAZ2B inh
25	CCOc1ccc(C(=O)Nc2cc(C)on2)cc1	-13	-11%	-19%	-12%	11%
26	CC(=O)N1c2ccc(C)cc2C(c2ccccc2)CC1C (centres undefined)	3	5%	-10%	7%	-3%
27	O=C(/C=C/c1cc(Br)ccc1F)OCC(=O)N1CCOCC1	-2	-20%	-8%	3%	.
28	O=C(NCc1cccnc1)c1ccc2c(c1)C(=O)N(Cc1ccccc1)C2=O	-1	-7%	-15%	-6%	-17%
29	CC1(C)CC(NC(=S)Nc2ccc([N+](=O)[O-])cc2)CC(C)(C)N1	1	9%	-23%	-3%	-11%
30	CC(=O)Nc1nc(C)nc(C)c1C(C)=O	-1	-23%	-16%[11.4 µM]	-2%	11%
31	O=C(c1cc2nc(-c3ccccc3)cc(C(F)(F)F)n2n1)N1CCOCC1	-2	0%	6%	10%	-1%
32	CCc1ccc(/C=N/NC(=O)c2ccc(OC3CCCC3)cc2)s1	-15	-12%	-35%[11.4 µM]	-1%	3%

entry	G9a block	HP1b binding inh	GLS inhibitor	Pin1 inhibitor
25	9%[59 µM]	41%[activator]	7%	-4%
26	21%[59 µM]	30%	14%	1%
27	.	10%	1%	2%
28	28%	9%	-20%	-5%
29	-39%	14%	5%	-2%
30	-26%	64%[activator]	-9%	-2%
31	-5%[59 µM]	28%	2%	2%
32	0%[12.7 µM]	?	-2%	?

# Further results follow:
entry	compound	PI4K2A block	POLH inh	JMJD2A Tudor	PGK inhibitor	BAZ2B inh
33	CC(C)C1CC(O)(C2(O)CCCCC2)ON1 (centres undefined)	-10	-14%	-31%[11.4 µM]	-1%	10%
34	CN(C)S(=O)(=O)c1ccc(NC(=O)c2c(F)cccc2Cl)cc1	1	-11%	0%	-3%	0%
35	Cc1cccc(C(=O)NCC(=O)OCC(=O)N2CCCCC2)c1	2	-9%	-10%	-6%	0%
36	CCOC(=O)C1CCCN(C(=O)c2ccc(Cn3c(=S)[nH]c4cc(C(=O)OC)ccc4c3=O)cc2)C1 (centres undefined)	-1	-9%	-14%	0%	-16%
37	CCOC(=O)c1ccc(-c2c(-c3ccccc3OC)oc3ccccc23)cc1F	3	-17%	90%[activator]	-1%	55%[activator]
38	NS(=O)(=O)c1ccc(NC2=CC(c3ccc(F)cc3)N(c3ccc(S(N)(=O)=O)cc3)C2=O)cc1 (centres undefined)	-2	-14%	-22%	i	-9%
39	C[C@H](CO)N1C[C@H](C)[C@@H](CN(C)Cc2cccnc2)Oc2ncc(-c3cccc(C#N)c3)cc2C1=O	1	-11%	.	-4%	.
40	CN(CC(=O)N1CCN(c2ccc(F)cc2)CC1)S(=O)(=O)c1ccc2c(c1)c(=O)n(C)c(=O)n2C	-3	-18%	-19%	-4%	-10%

entry	G9a block	HP1b binding inh	GLS inhibitor	Pin1 inhibitor
33	-27%[59 µM]	?	?	-7%
34	9%[12.7 µM]	23%	-8%	13%
35	0%	-5%	-9%	-1%
36	52%[activator][59 µM]	26%	-23%	-2%
37	9%[0.501 µM]	116%[activator]	-5%	8%
38	.	-13%	-1%	38%[activator]
39	.	.	-6%	.
40	?	18%	6%	-2%

# Additional records.
entry	compound	PI4K2A block	POLH inh	JMJD2A Tudor	PGK inhibitor	BAZ2B inh
41	CN1c2ccsc2/C(=N/Nc2ccc(F)cc2)CS1(=O)=O	17	-25%	25µM*	2%	?
42	Cc1ccc(OC(=S)Nc2ccccc2)c(C)c1	3	-7%	-6%	5%	-6%
43	CCOc1ccc(-c2nc(CSCC(=O)NCc3ccc(C)cc3)c(C)o2)cc1	-9	-6%	-11%	3%	-8%
44	COC(=O)Cc1[nH]nc2c1C(c1c[nH]c3ccccc13)C(C#N)=C(N)O2 (centres undefined)	1	-8%	0%	-4%	-32%
45	CC(C)CC(COCc1ccc(Cl)cc1)N1CCN(C(=O)c2ccc(Cl)cc2Cl)CCC1=O (centres undefined)	0	-21%	-21%	-2%	7%
46	COc1cc(OC)c(NC(=O)C(C)n2nc(-c3ccc(C)cc3)c3c(c2=O)CCCC3)cc1Cl (centres undefined)	1	-10%	-29%	11%	-32%
47	Cc1ccc(S(=O)(=O)N2CCC(C(=O)Nc3nnc(C4CCCC4)s3)CC2)cc1	3	-3%	-7%	-9%	9%

entry	G9a block	HP1b binding inh	GLS inhibitor	Pin1 inhibitor
41	14µM*	?	?	3%
42	8%[59 µM]	23%	-7%	-10%
43	0%[59 µM]	-22%	2%	-1%
44	-7%	21%	19%	5%
45	?	28%	1%	-2%
46	?	9%	5%	5%
47	-29%[59 µM]	15%	4%	?

# Bioassay records (PubChem)
